SRC2 TRFRET art: TR-FRET signal artefacts, primary screen, artefact control for PPARgamma SRC-2 agonist project, biochemical. AID 1049, 2008. TR-FRET artefact counter-screen; hits give high values. 200,000 tested, 0.4% active. TR-FRET ratio at 8 µM; in the data active means TR-FRET ratio above about 2000; further: inactives centre near 1500
PPARg SRC-3 ag: PPARgamma agonists recruiting SRC-3 coactivator, primary screen, biochemical; 200,000 tested, 0.26% active; activation, % at 8 µM; Peroxisome proliferator-activated receptor gamma (Homo sapiens), P37231; AID 731, 2007; biochemical PPARgamma/SRC-3 coactivator recruitment assay; in the data active means activation above about 23%;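 further: 0% = DMSO and 100% = reference agonist; some compounds past the cut are filed as inactive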
STAT1 blocker: STAT1 signaling inhibitors, primary screen, cell-based, HTS, luciferase reporter | 200,000 tested, 0.35% active | inhibition, % at 5.5 µM | NIH 3T3 STAT1-luciferase reporter, IFN-gamma, luminescence;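 active means inhibition above a set limit, the mean inhibition across all tested compounds plus 3 SD, cut at about 34% in these data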;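 further: 0% = IFN-gamma with DMSO and 100% = IFN-gamma with 300 µM nifuroxazide; values of inactives mirror those of a sister screen read the other way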
STAT3 blocker: IL-6 driven STAT3 reporter inhibitors, primary screen, U3A cells, luciferase, luminescence, MLSCN library | IL-6 STAT3-luciferase reporter; host cell line lacks STAT1 | inhibition, % at 5.5 µM | 190,000 tested, 0.89% active | AID 862, 2007;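 active means inhibition above the mean inhibition across all screened compounds plus 3 SD, cut at about 44% in these data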;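 further: 0% = DMSO only wells and 100% = 100 µM nifuroxazide control wells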
STAT3 act: IL-6 driven STAT3 reporter potentiators, primary screen, U3A cells, luciferase, luminescence, MLSCN library; IL-6 STAT3-luciferase reporter; 100% = signal with IL-6 EC80 alone; activation (% of control), % at 5.6 µM; 190,000 tested, 0.91% active;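 active means activation above the screen-wide mean of compound activation plus 3 SD, cut at about 130% in these data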;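 further: 0% = background luminescence of wells with medium and substrate only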
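Material: human STAT1-deficient U3A cells with stable STAT3-luciferase reporter / Probe or stimulus: IL-6 stimulus at 33 ng/mL final / Schedule: 1 h compound pre-exposure, 6 h IL-6 stimulation, 37 °C / Technique: luminescence / Read-out basis: percent of IL-6-only median luminescence / Control set: IL-6-only high control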
ROMK mod: ROMK potassium channel modulators, primary screen, cell-based, thallium flux, MLSMR library | 130,000 tested, 2% active | B-score at 10 µM | AID 1918, 2009 | Tet-inducible ROMK, thallium flux fluorescence; actives lie on both sides | ATP-sensitive inward rectifier potassium channel 1 (Homo sapiens), P48048;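 active means signal ratio slope over the read window, or its plate-corrected B-score, at least 3 SD from the plate mean, either direction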;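 further: B-score of the F/F0 ratio slope over 7 to 12 s after thallium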
Target sequence (P48048 whole entry, looked up): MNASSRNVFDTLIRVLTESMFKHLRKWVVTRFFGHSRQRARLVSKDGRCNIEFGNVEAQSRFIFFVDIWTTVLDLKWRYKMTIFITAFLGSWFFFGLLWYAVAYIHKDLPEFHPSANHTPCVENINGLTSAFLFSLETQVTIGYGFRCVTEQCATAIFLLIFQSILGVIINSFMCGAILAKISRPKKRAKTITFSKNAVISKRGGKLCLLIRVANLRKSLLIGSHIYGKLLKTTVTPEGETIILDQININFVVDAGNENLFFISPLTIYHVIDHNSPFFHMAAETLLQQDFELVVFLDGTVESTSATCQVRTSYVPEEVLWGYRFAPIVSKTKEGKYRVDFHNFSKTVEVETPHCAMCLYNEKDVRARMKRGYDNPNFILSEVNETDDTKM
RAM network inh: inhibitors of the yeast RAM network, primary screen, dse1pr::URA3 reporter, 5-FOA selection. 190,000 tested, 1.8% active. inhibition, % at 50 µM. S. cerevisiae dse1pr::URA3 reporter, 5-FOA growth OD615, 2 d; analog-sensitive cbk1-as2 kinase mutant strain;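 active means inhibition above a set limit, 3 SD over mean compound inhibition, cut at about 8.4% in these data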;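 further: 0% = DMSO-only wells with no growth and 100% = 10 µM 1-NA-PP1 full growth; inhibition rescues growth on 5-FOA so higher OD means more RAM inhibition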
PPARg SRC2 recr: agonists of PPARg-SRC-2 recruitment, primary screen, biochemical, HTS | Peroxisome proliferator-activated receptor gamma (Homo sapiens), P37231 | PPARgamma LBD-SRC-2 recruitment | activation, % at 8 µM | 200,000 tested, 0.34% active; in the data active means activation above about 22%;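 further: 0% = vehicle and 100% = reference agonist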
PPARg SRC1 recr: PPARgamma agonists recruiting SRC-1 coactivator, primary screen, biochemical; PPARgamma-SRC-1 coactivator recruitment biochemical assay; activation, % at 8 µM; 200,000 tested, 0.41% active; AID 631, 2007; in the data active means activation above about 19%;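 further: 0% = DMSO and 100% = reference agonist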
TLR4 MyD88 comp: inhibitors of TLR4-MyD88 association in cells, primary screen, cell-based, HeLa CL3-4, BLA complementation, FRET ratio | HeLa CL3-4 TLR4/MyD88 BLA complementation | inhibition, % at 8.4 µM | 200,000 tested, 0.18% active; in the data active means inhibition above about 25%;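 further: 0% = vehicle and 100% = reference inhibitor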
S1P3 antag: S1P3 receptor antagonists, primary screen, cell-based | Sphingosine 1-phosphate receptor 3 (Homo sapiens), Q99500 | CHO S1P3 NFAT-BLA reporter, FRET fluorescence, antagonist mode | inhibition, % at 4.98 µM | 170,000 tested, 0.27% active | AID 485, 2006;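 active means inhibition above the plate cutoff, the mean inhibition of test wells on that plate plus 3 SD, cut at about 28% in these data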;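 further: cells challenged with S1P at its EC80 of 0.8 µM; blue over green emission ratio from cleaved BLA substrate after 4 h stimulation; 0% = S1P-stimulated wells and 100% = unstimulated DMSO-only wells; some compounds past the cut are filed as inactive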
Target sequence (Q99500 whole entry, looked up): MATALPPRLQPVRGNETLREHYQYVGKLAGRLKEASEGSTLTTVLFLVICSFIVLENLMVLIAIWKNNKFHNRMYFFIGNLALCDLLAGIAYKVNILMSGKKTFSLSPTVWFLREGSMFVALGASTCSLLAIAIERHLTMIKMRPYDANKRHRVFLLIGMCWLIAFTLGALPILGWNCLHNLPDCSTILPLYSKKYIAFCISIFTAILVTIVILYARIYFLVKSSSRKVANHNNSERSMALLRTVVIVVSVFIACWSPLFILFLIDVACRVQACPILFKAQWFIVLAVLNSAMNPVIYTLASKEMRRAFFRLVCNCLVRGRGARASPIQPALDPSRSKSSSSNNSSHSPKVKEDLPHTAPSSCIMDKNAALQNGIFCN
The depositor's hits bear a star.

`CCCc1cc(C(=O)Nc2nccs2)cs1` gave SRC2 TRFRET art 1408, PPARg SRC-3 ag -1, STAT1 blocker -32, STAT3 blocker 27, STAT3 act 80, RAM network inh -0.6, PPARg SRC2 recr -5, PPARg SRC1 recr -2, TLR4 MyD88 comp -7 and S1P3 antag 35.
Screening Cc1ccc(S(=O)(=O)C2(S(=O)(=O)c3ccc(C)cc3)CCCC2)cc1 returned SRC2 TRFRET art 1631, PPARg SRC-3 ag 9, STAT1 blocker 1, STAT3 blocker 8, STAT3 act 97, ROMK mod 3.4*, RAM network inh 0.0, PPARg SRC2 recr 6, PPARg SRC1 recr 5, TLR4 MyD88 comp 24 and S1P3 antag -16.
Screening CCOC(=O)CSc1nc2sc3c(c2c(=O)[nH]1)CCCC3 returned SRC2 TRFRET art 1571, PPARg SRC-3 ag 3, STAT1 blocker 0, STAT3 blocker 14, STAT3 act 92, RAM network inh 3.2, PPARg SRC2 recr 6, PPARg SRC1 recr 2, TLR4 MyD88 comp -12 and S1P3 antag -9.
For CCC(C)NC(=O)Cn1cc(S(=O)(=O)N2CCN(c3ccccc3F)CC2)c2ccccc2c1=O (stereo not drawn) the results were SRC2 TRFRET art 1571, PPARg SRC-3 ag -1, STAT1 blocker -6, STAT3 blocker -6, STAT3 act 111, ROMK mod -1.6, RAM network inh 0.0, PPARg SRC2 recr 3, PPARg SRC1 recr 3, TLR4 MyD88 comp 4 and S1P3 antag -8.
Brc1ccc(N=C(c2ccccc2)c2ccncc2)cc1 was read as SRC2 TRFRET art 1531, PPARg SRC-3 ag -4, STAT1 blocker -1, STAT3 blocker -2, STAT3 act 101, ROMK mod 0.0077, RAM network inh 1.3, PPARg SRC2 recr -9, PPARg SRC1 recr -8, TLR4 MyD88 comp -7 and S1P3 antag 6.
`CCCCCn1c(N2CCN(c3cccc(Cl)c3)CC2)nc2c1c(=O)[nH]c(=O)n2C` gave SRC2 TRFRET art 1415, PPARg SRC-3 ag 2, STAT1 blocker 12, STAT3 blocker 0, STAT3 act 102, RAM network inh 2.9, PPARg SRC2 recr 0, PPARg SRC1 recr 2, TLR4 MyD88 comp -10 and S1P3 antag 12.
For COc1ccccc1N1CCN(C(=O)COc2cc(C)ccc2C)CC1 the results were SRC2 TRFRET art 1378, PPARg SRC-3 ag -4, STAT1 blocker 4, STAT3 blocker -2, STAT3 act 103, ROMK mod -1.2, RAM network inh 2.3, PPARg SRC2 recr -6, PPARg SRC1 recr -5, TLR4 MyD88 comp 8 and S1P3 antag 6.
For NC(=O)c1ncn([C@@H]2O[C@H](CO)[C@@H](O)[C@H]2O)n1 the results were SRC2 TRFRET art 1671, PPARg SRC-3 ag 6, STAT1 blocker -13, STAT3 blocker -8, STAT3 act 109, RAM network inh 1.4, PPARg SRC2 recr 8, PPARg SRC1 recr 7, TLR4 MyD88 comp -1 and S1P3 antag -25.
For Cc1cc(NC(=O)COC(=O)CCC(=O)c2ccc(F)cc2)no1 the results were SRC2 TRFRET art 1498, PPARg SRC-3 ag -7, STAT1 blocker -14, STAT3 blocker 8, STAT3 act 96, ROMK mod 0.4, RAM network inh 2.0, PPARg SRC2 recr -2, PPARg SRC1 recr 1, TLR4 MyD88 comp -16 and S1P3 antag -25.
Screening CCOC(=O)c1cc(-c2ccncc2)nc2c1c(C)nn2-c1ccccn1 returned SRC2 TRFRET art 1457, PPARg SRC-3 ag 2, STAT1 blocker 0, STAT3 blocker 19, STAT3 act 88, ROMK mod -0.043, RAM network inh 2.4, PPARg SRC2 recr -1, PPARg SRC1 recr -5, TLR4 MyD88 comp 6 and S1P3 antag 21.
For COc1ccc(CCNC(=O)C(C(=O)c2ccc(F)cc2)n2ccccc2=O)cc1OC (stereo not drawn) the results were SRC2 TRFRET art 1366, PPARg SRC-3 ag -3, STAT1 blocker 0, STAT3 blocker -14, STAT3 act 109, ROMK mod 0.45, RAM network inh -0.8, PPARg SRC2 recr -7, PPARg SRC1 recr 0, TLR4 MyD88 comp -3 and S1P3 antag -12.
`O=C(O)CCC(=O)NCc1cn(-c2ccccc2)nc1-c1cccc(Br)c1` gave SRC2 TRFRET art 1575, PPARg SRC-3 ag 1, STAT1 blocker -10, STAT3 blocker 6, STAT3 act 97, RAM network inh 4.1, PPARg SRC2 recr 6, PPARg SRC1 recr -1, TLR4 MyD88 comp 4 and S1P3 antag -2.
`O=S(=O)(c1ccc(Br)s1)N1CCN(c2ccccc2)CC1` gave SRC2 TRFRET art 1337, PPARg SRC-3 ag 4, STAT1 blocker 4, STAT3 blocker -4, STAT3 act 106, PPARg SRC2 recr 1, PPARg SRC1 recr 0, TLR4 MyD88 comp -3 and S1P3 antag -16.
For C/C(CC1CC2=C(CC1(C)C)C(C)(C)CCC2)=N\NC(N)=S (stereo not drawn) the results were SRC2 TRFRET art 1526, PPARg SRC-3 ag 8, STAT1 blocker 1, STAT3 blocker 11, STAT3 act 96, ROMK mod -0.7, RAM network inh 13*, PPARg SRC2 recr 6, PPARg SRC1 recr 7 and TLR4 MyD88 comp -1.
`CC12CCC(C(=O)NCc3ccco3)(OC1=O)C2(C)C` (stereo not drawn) gave SRC2 TRFRET art 1600, PPARg SRC-3 ag -10, STAT1 blocker 6, STAT3 blocker 4, STAT3 act 99, ROMK mod 0.75, RAM network inh 0.9, PPARg SRC2 recr -7, PPARg SRC1 recr -2, TLR4 MyD88 comp -2 and S1P3 antag -10.
`O=C(C1=C[C@H](c2ccccc2)C[C@H](OCCCCO)O1)N1CCOCC1` gave SRC2 TRFRET art 1623, PPARg SRC-3 ag 3, STAT1 blocker -3, RAM network inh 2.3, PPARg SRC2 recr 10, PPARg SRC1 recr 6, TLR4 MyD88 comp 5 and S1P3 antag -2.
COc1cc(/C=C2/C(=N)N3C=CSC3=NC2=O)ccc1OCCCOc1c(C)cccc1C was read as SRC2 TRFRET art 1406, PPARg SRC-3 ag 0, STAT1 blocker -6, STAT3 blocker -1, STAT3 act 105, RAM network inh 4.4, PPARg SRC2 recr 5, PPARg SRC1 recr -1 and TLR4 MyD88 comp 3.
Screening COC(=O)c1sccc1NC(=O)CSCCc1ccncc1 returned SRC2 TRFRET art 1552, PPARg SRC-3 ag 1, STAT1 blocker 12, STAT3 blocker 6, STAT3 act 99, ROMK mod 0.086, RAM network inh 2.5, PPARg SRC2 recr 8, PPARg SRC1 recr 2, TLR4 MyD88 comp 0 and S1P3 antag -7.
`CCCn1cnc2cc(NCc3cccc(OC)c3O)ccc21` gave SRC2 TRFRET art 1609, PPARg SRC-3 ag 0, STAT1 blocker -20, STAT3 blocker -2, STAT3 act 105, ROMK mod 0.077, RAM network inh -0.7, PPARg SRC2 recr 14, PPARg SRC1 recr 6, TLR4 MyD88 comp -6 and S1P3 antag -24.
For Cc1nc2cc(C)c(C)cc2s1 the results were SRC2 TRFRET art 1618, PPARg SRC-3 ag 5, STAT1 blocker -11, STAT3 blocker 19, STAT3 act 88, ROMK mod 0.27, RAM network inh 1.2, PPARg SRC2 recr 4, PPARg SRC1 recr 1, TLR4 MyD88 comp -12 and S1P3 antag -6.
Screening NS(=O)(=O)c1ccc(N/C=C\C(=O)c2ccncc2)cc1 returned SRC2 TRFRET art 1568, PPARg SRC-3 ag 1, STAT1 blocker -11, STAT3 blocker -3, STAT3 act 105, RAM network inh 1.2, PPARg SRC2 recr 4, PPARg SRC1 recr -6, TLR4 MyD88 comp 3 and S1P3 antag -17.
Screening Oc1c(Cl)cc(Cl)cc1C=Nc1ccc2c(c1)OCCO2 returned SRC2 TRFRET art 1475, PPARg SRC-3 ag -7, STAT1 blocker -7, STAT3 blocker 7, STAT3 act 100, ROMK mod 2.4, RAM network inh -1.8, PPARg SRC2 recr 1, PPARg SRC1 recr 0 and TLR4 MyD88 comp 0.
`COC(=O)c1ccc(/C=C(\C#N)C(=O)NC(C)c2ccccc2)cc1` (stereo not drawn) gave SRC2 TRFRET art 1662, PPARg SRC-3 ag 1, STAT1 blocker -2, STAT3 blocker -8, STAT3 act 107, RAM network inh 4.0, PPARg SRC2 recr 6, PPARg SRC1 recr 1, TLR4 MyD88 comp 11 and S1P3 antag -1.
For CN(C)S(=O)(=O)Nc1ccc(NS(=O)(=O)N(C)C)c(S(=O)(=O)c2ccccc2)c1 the results were SRC2 TRFRET art 1633, PPARg SRC-3 ag 4, STAT1 blocker 3, STAT3 blocker -2, STAT3 act 106, ROMK mod 0.0026, RAM network inh 0.0, PPARg SRC2 recr -1, PPARg SRC1 recr 7 and TLR4 MyD88 comp -6.
COc1ccc(-c2cc(C(F)(F)F)n3nc(C(=O)NCc4ccco4)cc3n2)cc1OC was read as SRC2 TRFRET art 1306, PPARg SRC-3 ag -1, STAT1 blocker 9, STAT3 blocker -6, STAT3 act 102, ROMK mod -0.6, RAM network inh 3.4, PPARg SRC2 recr -6, PPARg SRC1 recr -4 and TLR4 MyD88 comp 7.
For O=C(CN1CCCCC1)N1CCN(C(=O)CN2CCCCC2)CC1 the results were SRC2 TRFRET art 1399, PPARg SRC-3 ag -6, STAT1 blocker -3, STAT3 blocker 10, STAT3 act 96, RAM network inh 1.3, PPARg SRC2 recr 2, PPARg SRC1 recr 9, TLR4 MyD88 comp 4 and S1P3 antag 1.
`CCc1nc2nc(C)cc(Nc3cccc(C(F)(F)F)c3)n2n1` gave SRC2 TRFRET art 1590, PPARg SRC-3 ag 6, STAT1 blocker 11, STAT3 blocker 7, STAT3 act 98, ROMK mod -0.0071, RAM network inh -0.6, PPARg SRC2 recr 10, PPARg SRC1 recr 2, TLR4 MyD88 comp 6 and S1P3 antag 0.
CCOC(=O)C1=C(C)OC(N)=C(C(=O)OCC)C1c1ccncc1 (stereo not drawn) was read as SRC2 TRFRET art 1480, PPARg SRC-3 ag -3, STAT1 blocker 9, STAT3 blocker 4, STAT3 act 100, RAM network inh 1.1, PPARg SRC2 recr -4, PPARg SRC1 recr -5, TLR4 MyD88 comp -18 and S1P3 antag -31.

Bioassay records as filed in PubChem BioAssay.
